LmPK inh = LmPK (Leishmania mexicana) enzyme inhibition. Q27686. purified LmPK, Kinase-Glo ATP luminescence, 1 h. Potency, µM (highest dose often 57.5 µM), inactives show top-dose activity change, negative = inhibition, most hits filed as inhibitors. 290,000 tested, 0.37% active; also: potency is read from the fitted curve at half-maximal effect
Target sequence (Q27686 whole entry, looked up): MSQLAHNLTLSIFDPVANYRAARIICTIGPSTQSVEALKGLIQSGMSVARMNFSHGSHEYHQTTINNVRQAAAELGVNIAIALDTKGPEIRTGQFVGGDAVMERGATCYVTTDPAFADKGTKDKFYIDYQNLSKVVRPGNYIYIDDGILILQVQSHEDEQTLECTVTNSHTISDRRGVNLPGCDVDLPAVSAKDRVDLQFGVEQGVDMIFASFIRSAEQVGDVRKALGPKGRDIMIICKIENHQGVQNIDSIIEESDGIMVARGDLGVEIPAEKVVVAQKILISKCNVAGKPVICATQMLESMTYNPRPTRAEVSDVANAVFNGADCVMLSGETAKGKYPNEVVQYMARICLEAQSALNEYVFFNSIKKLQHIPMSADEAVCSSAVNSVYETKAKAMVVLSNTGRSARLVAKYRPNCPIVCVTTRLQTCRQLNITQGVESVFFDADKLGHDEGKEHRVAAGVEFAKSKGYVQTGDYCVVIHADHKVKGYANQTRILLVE
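Pyruvate kinase activity monitored as ATP production (luciferase luminescence). Conditions: 0.1 nM enzyme, 0.5 mM PEP, 0.1 mM ADP, 1 h, RT; normalized against uninhibited and no-enzyme wells.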
AmpC detergent = AmpC beta-lactamase inhibition with detergent present; P00811; 370,000 tested, 0.041% active; Potency, µM (highest dose often 114 µM), inactives show top-dose activity change, negative = inhibition, usual class: inhibitors; AmpC hydrolysis of nitrocefin, absorbance 480 nm, 0.01% Triton;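 also: potency is read from the fitted curve at half-maximal effect; 0% = no-compound wells and -100% = no-enzyme wells; nearly all actives have a fitted effect of over 25% in size; some results filed as inactive show a strong effect at the top dose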
Target sequence (P00811 whole entry, looked up): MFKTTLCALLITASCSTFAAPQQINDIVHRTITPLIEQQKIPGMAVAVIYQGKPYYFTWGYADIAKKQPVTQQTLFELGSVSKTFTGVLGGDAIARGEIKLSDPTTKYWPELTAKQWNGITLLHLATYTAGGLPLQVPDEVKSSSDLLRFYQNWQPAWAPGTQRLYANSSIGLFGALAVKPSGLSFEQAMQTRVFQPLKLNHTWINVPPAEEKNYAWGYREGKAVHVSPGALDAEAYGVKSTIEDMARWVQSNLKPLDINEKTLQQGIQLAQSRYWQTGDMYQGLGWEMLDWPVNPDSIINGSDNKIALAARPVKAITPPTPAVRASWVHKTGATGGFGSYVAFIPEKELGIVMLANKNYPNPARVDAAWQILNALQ
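AmpC (5.3 nM in the dispensed reagent) in 20 mM phosphate pH 7.0 with 0.01% (detergent screen) or 0.0001% Triton X-100 was preincubated with compounds for 15 min at room temperature. Nitrocefin was then added from an 800 uM solution, and hydrolysis was followed at 480 nm.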
AmpC no deterg = inhibitors of E. coli AmpC beta-lactamase without detergent. P00811. AmpC nitrocefin hydrolysis, absorbance 480 nm, 0.0001% Triton. Potency, µM (series often up to 57.1 µM), without a hit: top-dose activity change, negative = inhibition, usual class: inhibitors. 330,000 tested, 0.52% active;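 also: potency is read from the fitted curve at half-maximal effect; plate controls were no compound for no effect and no enzyme for full effect; nearly all actives have a fitted effect of over 20% in size; some results filed as inactive show a strong effect at the top dose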
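AmpC (5.3 nM in the dispensed reagent) in 20 mM phosphate pH 7.0 with 0.01% (detergent screen) or 0.0001% Triton X-100 was preincubated with compounds for 15 min at room temperature. Nitrocefin was then added from an 800 uM solution, and hydrolysis was followed at 480 nm.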
Tb PYK inh = blocks Trypanosoma brucei pyruvate kinase | Q57TT1 | TbPYK enzyme, Kinase-Glo Plus ATP luminescence, 45 min | Potency, µM (series often up to 76.8 µM), for inactives: at the highest dose activity, negative = inhibition, usual class: inhibitors | 410,000 tested, 0.12% active | AID 624173; also: potency is read from the fitted curve at half-maximal effect; nearly all actives have a fitted effect of over 50% in size
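Quantitative HTS: titrated library compounds versus trypanosomal pyruvate kinase in TEA buffer (pH 7.2) containing KCl, MgCl2, BSA and Tween-20. Reactions were initiated with ADP, 130 uM final. Kinase-Glo Plus luminescence was read after 45 min at RT.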
AMA1-RON2 inh = disrupts binding of P. falciparum AMA1 to RON2; AID 720542; AlphaScreen AMA1-biotinylated RON2 peptide binding; 360,000 tested, 0.2% active; Potency, µM (series often up to 58.2 µM), for the others: at the top dose activity change, negative = inhibition, hits mostly inhibitors;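 also: potency is read from the fitted curve at half-maximal effect; 0% = vehicle wells and -100% = peptide control; nearly all actives have a fitted effect of over 45% in size; some results filed as inactive show a strong effect at the top dose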
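AMA1 (3D7) with his tag at 25 nM final met compounds first, then biotinylated RON2 peptide at 25 nM; detection used donor plus acceptor beads, 10 µg/mL apiece, read by AlphaScreen after 30 min at room temperature.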
HCV inhibitor = HCV inhibition | Huh7.5.1 HCVcc-Cre infection, luciferase reporter, 44 h | Potency, µM (top dose mostly 41.8 µM), without a hit: at the top dose activity change, negative = inhibition, most hits filed as inhibitors | 340,000 tested, 3.4% active | AID 651820; also: potency is read from the fitted curve at half-maximal effect
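Whole-lifecycle infectious HCVcc-Cre system; cells 1,000/well, compound then virus (~0.5 moi) added 4 h after plating, 44 h culture. Luciferase read 15 sec following 15 min substrate incubation, room temp.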
HCMV inh = blocks human cytomegalovirus replication; HFF cells, HCMV-luciferase reporter, 72 h; stronger effect = lower value; activity change, negative = inhibition, % at 57.5 µM; 410,000 tested, 4.5% active; in the data active = activity change below about -60%; inconclusive = no clear call, values can overlap the other calls; inactive = above about -39%
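Steps: HFFs plated, 16 h 37C; compounds added; HCMV-luciferase added to MOI 1 PFU/cell; 72 h 37C; OneGlo reagent, 5 min room temperature; luminescence read, normalized to controls.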
Starred values were filed as active, the others as inactive; ? = inconclusive; · = no result given; & = joins results of further samples; [ ] = another dose, or the depositor's remark. Unless noted, calls follow the shape of the dose curve; as a rule, active = well fitted curve in the direction sought with a large enough effect; inconclusive = small, poorly fitted or top-dose-only effect, or another doubt; inactive = no such curve, though single readings can be large; an effect the other way counts as inactive or inconclusive. Unless noted, % is scaled to controls: 0 for no effect and ±100 for the full control effect.

SMILES | LmPK inh | AmpC detergent | AmpC no deterg | Tb PYK inh | AMA1-RON2 inh | HCV inhibitor | HCMV inh
CCOC(=O)C1=C(CN2CCN(C(=O)c3ccco3)CC2)NC(=O)NC1c1ccccc1 (stereo not drawn) | 4.1% | -3.5% | 38.7% | -7.1% | -6.0% | 4.5% | ·
Fc1ccc(-c2noc3ncnc(NCCc4ccc(Cl)cc4)c23)cc1 | · | -1.4% | · | 0.4% | · | · | ?
CCOC(=O)C1(C)CCCN(C(=O)c2cccc(Cl)c2)C1 (stereo not drawn) | · | · | · | -2.5% | 0.4% | · | 1.0
CC(C)CC(C)N1CCC(n2nccc2NC(=O)CCc2ccccc2)CC1 (stereo not drawn) | 7.0% | -0.4% | -7.0% | 3.2% | 5.1% | ? | -16.3
C/C=C1\NC(=O)[C@H](C)NC(=O)[C@@H](NC(=O)[C@H](Cc2ccc(O)cc2)NC(=O)[C@@H](NC(=O)/C(C)=C/C)C(C)C)[C@@H](C)OC(=O)[C@H](CCCc2ccc(O)cc2)NC(=O)[C@@H](CCC(=O)OC)NC1=O | · | · | · | -7.0% | -2.3% | · | 6.6
NS(=O)(=O)c1ccc(NC(=S)Nc2cc(Cl)c(Cl)cc2Cl)cc1 | 2.1% | -3.0% | -29.8% | -8.1% | 5.9% | 13.4% | 1.7
O=C(NCc1ccccn1)Nc1cccc(Cl)c1 | 8.4% | -16.4% | -26.3% | 1.6% | 25.2% | -11.7% | 166.4
c1ccc2sc(NCC3CCCO3)nc2c1 (stereo not drawn) | ? | -6.6% | -22.3% | -3.2% | -10.7% | 3.2% | 77.5
CN1CCC(N(C)C(=O)c2sc3cc(F)ccc3c2Cl)CC1 | 0.1% | 2.2% | -18.1% | -1.7% | 4.0% | -29.3% | -25.5
C=CCn1c(SCC(=O)Nc2cccc3ccccc23)nnc1-c1cnccn1 | 0.6% | -6.7% | -3.5% | -7.0% | -2.8% | -11.3% | 13.7

Next section, overlapping the part above by 5 compounds.
SMILES | LmPK inh | AmpC detergent | AmpC no deterg | Tb PYK inh | AMA1-RON2 inh | HCV inhibitor | HCMV inh
NS(=O)(=O)c1ccc(NC(=S)Nc2cc(Cl)c(Cl)cc2Cl)cc1 | 2.1% | -3.0% | -29.8% | -8.1% | 5.9% | 13.4% | 1.7
O=C(NCc1ccccn1)Nc1cccc(Cl)c1 | 8.4% | -16.4% | -26.3% | 1.6% | 25.2% | -11.7% | 166.4
c1ccc2sc(NCC3CCCO3)nc2c1 (stereo not drawn) | ? | -6.6% | -22.3% | -3.2% | -10.7% | 3.2% | 77.5
CN1CCC(N(C)C(=O)c2sc3cc(F)ccc3c2Cl)CC1 | 0.1% | 2.2% | -18.1% | -1.7% | 4.0% | -29.3% | -25.5
C=CCn1c(SCC(=O)Nc2cccc3ccccc23)nnc1-c1cnccn1 | 0.6% | -6.7% | -3.5% | -7.0% | -2.8% | -11.3% | 13.7
Cc1ccc(F)cc1NC(=O)C1C2CCC(O2)C1C(=O)O (stereo not drawn) | -0.9% | 0.5% | -11.9% | 1.2% | -12.7% | 9.8% | -25.0
Cc1n[nH]c(C)c1N=Nc1cc(Cl)ccc1Cl | 2.4% | -0.1% | -0.3% | 5.9% | -21.7% | ? | ?
O=C1NN(c2ccccc2)C(=O)/C1=C\c1ccc2c(c1)OCO2 | -1.4% | -13.1% | -12.6% | -6.9% | -0.7% | 9.4% | 13.7
CCCCOC(=O)/C(=C/c1cn(C)c2ccccc12)NC(=O)c1ccc(OC)cc1 | -1.0% | -12.1% | -39.7% | -3.6% | 8.5% | 11.3% | -28.5
CCN(CC)CCC(C)OC(c1ccccc1)c1ccccc1 (stereo not drawn) | -5.8% | -2.5% | 4.8% | 6.6% | 33.7%[activator] | 6.0% | -23.1
CCCCS(=O)c1snnc1C (stereo not drawn) | -2.0% | -7.9% | -5.6% | -0.2% | 5.9% | 8.7% | -23.9
COc1ccccc1CN(C)C(=O)c1ccccc1Sc1ccccc1C#N | -3.6% | 5.2% | -25.4% | 0.0% | 9.7% | -27.5% | 17.7
C/C(=N\NC(=S)NC(C)C)c1ccco1 | -3.0% | -8.2% | -15.1% | -2.2% | 11.3% | 5.8% | ?
COc1ccc(NS(=O)(=O)c2nnc(NC(=O)c3ccccc3F)s2)cc1 | -0.3% | -15.8%&20.3% | -23.2% | -5.9%&-7.7% | 6.7% | 27.8% | 30.7&20.1
Cc1c(CC(=O)O)c(=O)oc2cc(OCc3nn[nH]n3)ccc12 | 6.5% | 0.1% | -6.5% | -1.5% | -12.4% | 2.5% | 6.0
NNC(=O)c1oc2nc(-c3ccc(Cl)cc3)cc(-c3ccccc3)c2c1N | 6.4% | -10.6% | 45.4% | -4.4% | 40.0%[activator] | 2.5% | ?
CCOc1c(Br)cc(C(=O)N2CCCN(C)CC2)cc1OC | -1.3% | 2.4% | -1.8% | 1.4% | -2.0% | 4.4% | 8.7
Cc1ccc2occ(CC(=O)Nc3ccc(S(N)(=O)=O)cc3)c2c1 | · | -4.5% | · | -1.5% | · | · | 2.7
CC1(CCC(=O)O)C(=O)CCC2C1CCC1(C)C2CCC1(C)O (stereo not drawn) | · | · | · | -17.3% | -0.6% | 30.7%[activator] | -10.8
CSCCC(C(=O)Nc1c(C)cccc1C)N1CCN(c2ccc(C(F)(F)F)cn2)CC1 (stereo not drawn) | · | · | · | 1.2% | -14.9% | · | 6.0
CCOc1ccc2nc(SCC(=O)Nc3ccc4[nH]c(=O)[nH]c4c3)[nH]c2c1 | · | -12.8% | -8.7% | -6.5% | 0.5% | -6.9% | -27.3
CCOc1cc(/C=N/Nc2nc(C)cc(=O)[nH]2)ccc1O | 8.1% | 3.8% | -1.3% | -3.2% | 60.3%[activator] | 8.7% | 63.7
CCOC(=O)c1cc(-c2ccc(N3CCOCC3)cc2)nn1-c1ccc(F)cc1F | -0.1% | ? | 33.0% | 5.3% | -26.2% | 11.2µM* | 35.5
CN(C)S(=O)(=O)c1ccc2c(c1)nc(CCC(=O)O)n2C | 1.8% | 3.6% | -20.6%[11.4 µM] | 2.0% | -3.3% | 4.1% | -28.0
COC(=O)[C@H](CC(C)C)N1Cc2cc(OC)cc(OC)c2-c2ccccc2S1(=O)=O | · | · | -1.2% | -9.4% | -13.1% | -35.3% | 2.6
O=C(Cc1c(F)cccc1Cl)OCC(=O)c1ccc[nH]1 | · | · | -16.7% | 3.5% | -16.8% | -7.2% | 6.4
Cc1cccc(-c2cc3nc(C)cc(=O)n3[nH]2)c1 | · | · | · | -0.9% | 0.7% | · | 62.0
CCN1C(=O)[C@H]2[C@@H](c3ccc(C)cc3)N3C(=O)N(c4cccc(Br)c4)C(=O)[C@@]3(Cc3ccccc3)[C@H]2C1=O | · | -8.5% | 127.1%[activator] | 1.5% | 3.8% | ? | 15.6
[O-][n+]1ccc(C2CC2)cc1 | -1.0% | ? | -13.6% | -4.4% | 36.0% | 3.5% | 24.8
Cc1ccc2c(c1)-c1onc(C(=O)N(C)c3cccc(C(F)(F)F)c3)c1CO2 | · | 15.7% | · | -25.5% | · | · | -22.3
O=c1oc2cc(O)ccc2c2ccccc12 | -2.1% | ? | -19.9% | 1.9% | -3.3% | ? | -19.5
CC1CC(C)CN(C(=O)CSc2nnc3ccccn23)C1 (stereo not drawn) | · | · | -12.0% | 4.4% | 24.3%[11.6 µM] | 9.5% | 88.7
CC1CC(C)CN(C(=O)CCCNC(=O)c2ccc(Cl)cc2)C1 (stereo not drawn) | -4.1% | 0.5% | 114.5%[activator] | 1.6% | -1.7% | 6.9% | -7.1
CC(CCc1ccccc1)NC(=O)CCc1cn(C)c2ccccc12 (stereo not drawn) | 2.8% | -13.8% | 35.0% | -16.5% | -5.0% | -21.9% | ?
O=C(Nc1cc(Cl)cc(Cl)c1)c1ccc(F)c(S(=O)(=O)N2CCN(c3ccccc3F)CC2)c1 | · | 8.3% | · | -4.6% | · | · | -19.8
COc1ccc(CCCNC(=O)C2(C)Cc3c(-c4cccc(C(N)=O)c4)ccnc3O2)cc1 (stereo not drawn) | · | · | · | -14.5% | -3.5% | · | -12.4
CCC(=O)NCCc1nc2cc(NC(=O)c3cccs3)ccc2n1C | 2.5% | ? | -1.5% | -3.2% | -3.0% | 22.7% | 8.1
COc1ccc(-c2c3c(nc4sc(C(=O)Nc5ccc(F)cc5)c(N)c24)CC(C)(C)CC3=O)cc1 | · | 4.9% | · | 4.4% | · | · | -4.5
Cc1nn(C(C)C)c(C)c1CN1CCCC(CCC(=O)NCc2ccccc2F)C1 (stereo not drawn) | 0.2% | 6.1% | -10.4% | 12.5% | -3.1% | -6.6% | -21.2
CCC1CCCCN1C(=O)Cn1c(=O)n(CCCCCC(=O)NCc2ccccc2)c(=O)c2sccc21 (stereo not drawn) | · | 11.5% | · | 2.4% | · | · | -18.6
COc1ccc(N2C(=O)C(Cl)=C(Nc3c(C)n(C)n(-c4ccccc4)c3=O)C2=O)cc1 | -13.7% | -0.4% | ? | -21.3% | -20.8% | -2.7% | -5.2
CCCc1cc(=O)[nH]c(SCc2ccccc2Cl)n1 | -1.3% | ? | -26.6% | · | -2.1% | 1.5% | ?
O=C(CCl)Nc1nc(-c2ccco2)c(-c2ccco2)s1 | 2.7% | -11.2% | -25.4% | -15.6% | -4.9% | ? | -68.6*
Cc1cc(C)cc(NC(=O)CCNC(=O)c2ccc([N+](=O)[O-])cc2)c1 | -2.9% | -3.2% | -10.8% | 1.2% | 10.3% | -4.9% | 13.6
CCC(=O)N1CCc2cc(Br)cc(S(=O)(=O)N3CCCC(C(=O)Nc4cc(C)ccc4OC)C3)c21 (stereo not drawn) | · | 7.1% | · | -4.2% | · | · | ?
O=C(Nc1ccc(F)cc1F)c1csc(-c2ccccc2)n1 | 0.7% | -6.7% | -17.4% | -3.8% | -0.2% | ? | 36.3
C=CCCC(=O)N1C[C@@H](CO)[C@@H](NC)C[C@H]1c1ccccc1Br | · | · | · | 0.6% | 4.8% | · | -6.6
CCOc1ccc(C(=O)CCC(=O)Nc2ccc(C)c(S(=O)(=O)N3CCCCC3)c2)cc1 | · | 0.0% | -17.7% | 1.1% | 2.2% | ? | -15.4
CC(=O)Nc1ccc(-c2csc(Nc3cccc(C)n3)n2)cc1 | 3.0% | 7.4% | 5.1% | 3.1% | -1.5% | 12.6µM* | 7.0

From PubChem BioAssay

The order is random. Share with any hit: about 7.5%.
